Bioassay records from PubChem.
L3MBTL1 block: inhibitors of human L3MBTL1; AlphaScreen L3MBTL1–H3K9me1 peptide binding; 230,000 compounds, 0.66% hits; Q9Y468; Potency, µM (titrated, usually from 57.1 µM), inactives show top-dose activity, negative = inhibition, most hits filed as inhibitors; active = well fitted inhibition curve with a large enough effect; also: nearly all actives have a fitted effect of over 60% in size
Target sequence (Q9Y468 whole entry, looked up): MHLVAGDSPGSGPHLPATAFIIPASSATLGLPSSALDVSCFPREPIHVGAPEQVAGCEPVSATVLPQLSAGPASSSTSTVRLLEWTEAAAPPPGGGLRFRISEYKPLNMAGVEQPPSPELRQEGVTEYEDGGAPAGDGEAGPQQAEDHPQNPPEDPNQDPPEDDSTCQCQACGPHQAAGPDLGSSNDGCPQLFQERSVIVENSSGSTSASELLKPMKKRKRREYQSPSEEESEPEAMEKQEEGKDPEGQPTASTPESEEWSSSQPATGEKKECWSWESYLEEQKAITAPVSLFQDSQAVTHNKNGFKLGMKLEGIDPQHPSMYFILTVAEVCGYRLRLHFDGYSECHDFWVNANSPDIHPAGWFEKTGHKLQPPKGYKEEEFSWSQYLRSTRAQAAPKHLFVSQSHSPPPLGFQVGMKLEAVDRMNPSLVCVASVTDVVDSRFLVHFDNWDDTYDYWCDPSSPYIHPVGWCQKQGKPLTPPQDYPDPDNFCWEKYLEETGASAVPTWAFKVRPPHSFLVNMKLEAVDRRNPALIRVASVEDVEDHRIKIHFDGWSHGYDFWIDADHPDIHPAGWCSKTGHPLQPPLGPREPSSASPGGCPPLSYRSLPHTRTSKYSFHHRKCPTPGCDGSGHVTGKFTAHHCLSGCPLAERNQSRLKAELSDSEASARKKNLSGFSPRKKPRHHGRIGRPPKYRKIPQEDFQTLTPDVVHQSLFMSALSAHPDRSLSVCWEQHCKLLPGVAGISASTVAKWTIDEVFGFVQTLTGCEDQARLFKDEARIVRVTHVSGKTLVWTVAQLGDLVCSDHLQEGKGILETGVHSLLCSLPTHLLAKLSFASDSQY
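Read-out is AlphaScreen signal from streptavidin donor and nickel chelate acceptor beads (10 ug/mL final each) bridging L3MBTL1 (50 nM) and biotinylated K9-monomethylated H3(1-15) peptide (75 nM), after 30 min compound exposure at room temperature.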
The depositor's hits bear a star; [ ] = dose if it differs, or a comment. % is scaled to controls: 0 for no effect and ±100 for the full control effect; potency is read from the fitted curve at half-maximal effect.

SMILES	L3MBTL1 block
COc1cccc(NC(=O)CN(C)C(=O)CNC(=O)c2ccc3ccccc3c2)c1	11.0%
O=C(O)CCC(=O)Nc1ccc(-c2nc3ccc(C(=O)c4ccccc4)cc3[nH]2)cc1	1.3%
CCOc1ccc(CCNC(=O)COC(=O)Cc2ccc(F)cc2)cc1OCC	-4.3%
CC1CN(C(=O)CCC(=O)NCc2ccccc2)c2ccccc2O1 (stereo not drawn)	-4.5%
Cc1sc(NC(=O)C2=COCCO2)nc1-c1ccc(Cl)cc1	7.4%
Cc1ccc(C(=O)COC(=O)CNC(=O)c2ccccc2)s1	5.6%
CCc1ccc(-c2ccc3nnc(SCC(=O)NCC4CCCO4)n3n2)cc1 (stereo not drawn)	-1.8%
Cc1cccc([C@@H]2[C@@H]3C(=O)N(Cc4ccccc4)C(=O)[C@@H]3[C@]3(Cc4ccccc4)C(=O)N(c4cccc(Cl)c4)C(=O)N23)c1	-3.8%
NC(=O)CC(NC(=O)c1cccc(Br)c1)c1ccc(N2CCC(Br)CC2)c([N+](=O)[O-])c1 (stereo not drawn)	-4.2%
COc1ccccc1N1CCN(S(=O)(=O)c2ccc3c(c2)NC(=O)C(C)C(=O)N3)CC1 (stereo not drawn)	-4.9%
COc1cc(/C=N/N2CCN(c3ccc(Cl)cc3)CC2)cc(OC)c1OC(C)=O	-1.7%
COc1ccc2[nH]c3c(c2c1)CCN1C(=O)C(CC(=O)NC/C=C(\C)CCC=C(C)C)C[C@H](C(=O)N2CCOCC2)[C@@]31CCC1CCCC1 (stereo partly drawn)	33.5%[activator]
O=C(C1CCC1)N1CCN(S(=O)(=O)c2cccc(F)c2)CC1	7.0%
Cc1oc(-c2ccccc2F)nc1CS(=O)CC(=O)NCc1ccc(F)cc1 (stereo not drawn)	-0.7%
C[C@H]1CN=C(N(C)C)N1CCCC1CCCC1	5.4%
CC(C)(CO)NC(=O)c1ccc2nc(Cc3cccc(Cl)c3)oc2c1	-2.2%
COc1cc(C(=O)NC(C)c2cccc3ccccc23)cc(OC)c1OC (stereo not drawn)	-5.8%
OCC[C@@H]1C[C@H](O)[C@@H](O)[C@]2(CCc3ccccc3O2)O1	-2.2%
COCCN(Cc1ccccc1)C(=O)Cc1ccc(OC)c(S(=O)(=O)N2CCOCC2)c1	2.2%
COc1ccccc1N1CC(C(=O)Nc2ccc(C)c(S(=O)(=O)N3CCOCC3)c2)CC1=O (stereo not drawn)	6.4%
CCCNC(=O)C(Cc1ccc(Cl)cc1)NC(=O)c1ccc(-c2ccccc2)cc1 (stereo not drawn)	-5.5%
C#CCOCCOCCOCCNc1nc(N2CCN(C(=O)CCCCCCCCCCNC(=O)[C@H](CO)n3cc(CCCSC)nn3)CC2)nc(N2CCN(C(=O)CCCCCCCCCCNC(=O)[C@H](CCCN=C(N)N)n3cc(C[C@@H](C)CC)nn3)CC2)n1	3.4%
COc1ccc(NC(=O)c2cc(-c3ccccn3)nc3ccccc23)cc1S(=O)(=O)N(C)C	-17.4%
CCOc1ccc(S(=O)(=O)N2CCN(C(=S)NCC3CCCO3)CC2)cc1 (stereo not drawn)	0.6%
COc1ccc(S(=O)(=O)N2CCCCCC2)cc1C(=O)N(C)Cc1ccc(Cl)cc1Cl	-0.6%

(listing goes on)
SMILES	L3MBTL1 block
COc1ccccc1[C@]1(C)ON(c2ccccc2C(F)(F)F)C1=O	15.9%
COCCN(C(=O)COC(=O)c1ccccc1NCc1ccco1)c1c(N)n(Cc2ccccc2)c(=O)[nH]c1=O	-7.1%
Cc1cc(C(=O)N/N=C2\CCCC(=O)C2)c(C)o1	-1.5%
Cc1ccc(-c2csc3ncnc(N4CCN(C)CC4)c23)cc1C	-10.7%
CCOC(=O)N1CCN(CC(=O)Nc2nnc(C(F)(F)F)s2)CC1	1.2%
Cc1ccc(S(=O)(=O)N2CCCCC2)cc1NC(=O)CSc1ncccn1	-3.6%
O=C1COc2ccc(C(=O)COC(=O)Cc3ccc(F)cc3)cc2N1	-6.0%
C[C@@]12C(=O)N(CC3CC3)CC(=O)N1[C@H](/C=C/c1ccccc1)[C@@H]1C(=O)N(c3ccccc3)C(=O)[C@@H]12	32.4%[activator]
COc1ccccc1NS(=O)(=O)c1ccc(C)c(C(=O)NCCCN2CCCC2=O)c1	7.4%
CN(C(=O)CSc1nc2ccccc2c(=O)n1-c1ccccc1F)C1CCS(=O)(=O)C1 (stereo not drawn)	8.2%
COc1ccccc1N1CC(C(=O)OCC(=O)Nc2cc(C)on2)CC1=O (stereo not drawn)	-2.3%
COc1ccc(C(=O)NN/C(C)=C/C(=O)c2ccccc2)cc1	-4.5%
Cc1ccc(S(=O)(=O)NC2CC(=O)N(c3ccc4c(c3)OCCO4)C2)cc1 (stereo not drawn)	-2.1%
O=C(CNC(=O)c1ccc(Cl)cc1Cl)OCN1C(=O)c2ccccc2C1=O	3.6%
CCCCCCCCCC(=O)N[C@@H]1c2cc(OC)c(OC)cc2C[C@H]1O	-0.7%
O=C(Nc1ccc2c(c1)OCCO2)C1CCCC1	-6.1%
CC[C@@](C)(NS(=O)(=O)OCC(Cl)(Cl)Cl)c1ccccc1	6.9%
CC12CCC(=O)N1C(C(=O)NNC(=O)c1ccc(Cl)cc1)CS2 (stereo not drawn)	33.1%[activator]
COCc1cccc(C2=CC(=O)C[C@H](c3ccc(OC)cc3)C2)c1	0.7%
Cc1ccc(C(=O)OCC(=O)NNC(=O)COc2ccc(Cl)cc2)c(O)c1	-0.5%
COc1cc(OC)c(C(=O)OCC(=O)Nc2c(C)n(C)n(-c3ccccc3)c2=O)cc1OC	34.4%
CCCn1nc(C(=O)N2CCN(c3ccccn3)CC2)c2ccccc2c1=O	-3.8%
CCc1ccc(CN2CCCC(C(=O)N3CCCCC3)C2)cc1 (stereo not drawn)	2.8%
Cc1noc(C)c1CSCC(=O)N(C)CC(=O)Nc1ccc(F)cc1	-2.3%
Cc1cc(Br)ccc1NC(=O)c1ccco1	-1.2%

Next part.
SMILES	L3MBTL1 block
Cc1cc(NC(=O)CSCC(=O)N(C)Cc2c(F)cccc2Cl)no1	18.1%
CC(=O)NC1CC2CCCC(C1)N2Cc1ccc(C)cc1 (stereo not drawn)	-3.8%
CCN(CC)CCCn1c2c(c(SCC(=O)Nc3ccc(C)c(F)c3)nc1=O)CCC2	4.4%
Cc1nnc(NC(=O)C2CCN(S(=O)(=O)c3cc([N+](=O)[O-])ccc3Cl)CC2)o1	25.1µM*
COc1ccc(CN(C)C(=O)C2CCN(C(=O)Nc3ccccc3)CC2)cc1	-1.8%
CCCCOC(=O)C1=C(C)NC(=O)NC1c1ccccc1 (stereo not drawn)	9.8%
C[C@H]1COC(=O)[C@@H](Cc2ccc(F)cc2)C/C=C\C[C@@H](CC(=O)N[C@@H](CO)Cc2ccccc2)C(=O)N1	-1.8%
CC(C)(O)c1[nH]c2cc(F)ccc2c1C(C)(C)O	3.2%
COCCN(C(=O)CSc1ccc2c(c1)OCCO2)c1c(N)n(CC(C)C)c(=O)[nH]c1=O	1.9%
O=C(COC(=O)CNS(=O)(=O)c1ccc(Br)cc1Cl)NC1CCCC1	2.7%
CCOc1cccc(NC(=O)/C(C#N)=C\c2cn(CC(=O)O)c3ccccc23)c1	-24.6%
COCCNc1nnc(SCC(=O)NC(=O)c2ccccc2)s1	-3.8%
CCOC(=O)C1=CN(Cc2cccc(F)c2)S(=O)(=O)N(C)C1c1ccc2ccccc2c1 (stereo not drawn)	-22.6%
O=C(NCCc1ccc(C(F)(F)F)cc1)C1CCC(=O)N(CCCN2CCCC2=O)C1 (stereo not drawn)	2.9%
CCN(CC)C(=O)[C@H]1CC(CC(=O)NCCCN(C)C)C(=O)N2CCc3c([nH]c4ccc(OC)cc34)[C@]12C (stereo partly drawn)	-10.3%
Cc1ccc(C(=O)OCC(=O)NC2CCCCC2)cc1S(=O)(=O)N1CCCCC1	2.5%
COc1ccc(Cl)cc1NC(=O)COC(=O)Cc1cc(OC)c(OC)c(OC)c1	2.1%
COc1ccccc1CNC(=O)COc1ccccc1C	0.3%
COC(=O)/C=C/C1=CN(Cc2ccccc2)CCC1=O	-1.8%
COc1ccccc1C(=O)COC(=O)Cc1c[nH]c2ccccc12	-8.4%
CCc1noc(C)c1C(=O)OCC(=O)NCc1ccccc1OC	2.1%
CC1=NN(C(N)=S)C(=O)C1N=Nc1cccc(Cl)c1C (stereo not drawn)	-6.8%
COc1cc(NC(=O)CSc2nc(=O)n(CCN3CCOCC3)c3c2CCC3)cc(OC)c1	0.0%
Cc1c(Cl)cccc1NC(=O)CCN1CCOCC1	-0.8%
CCCc1c(O)nc(SCC(=O)N2CCCCC2)[nH]c1=O	34.7%[activator]

The list goes on.
SMILES	L3MBTL1 block
O=C(NC1(Cc2ccccc2)CCN(CCCc2ccccc2)C1=O)c1ccccc1 (stereo not drawn)	2.4%
COc1ccc(C(=O)OCC(=O)NC2CC2)cc1S(=O)(=O)N(C)Cc1ccccc1	15.4%
Cc1ccc(C)c(S(=O)(=O)N2CCCCC2CCNC(=O)C(=O)NCc2cccnc2)c1 (stereo not drawn)	-2.5%
C[C@H](CO)N1C[C@H](C)[C@@H](CN(C)Cc2ccc(-c3ccccc3)cc2)Oc2c(NC(=O)Nc3ccc(C(F)(F)F)cc3)cccc2C1=O	1.5%
CCc1ccc(C(=O)NNC(=O)c2cccc(S(=O)(=O)N3CCN(C)CC3)c2)cc1	0.4%
COc1ccc(CC(=O)OCC(=O)N2CCN(S(=O)(=O)c3ccc(C)cc3C)CC2)cc1	-2.8%
COC(=O)[C@]1(C)N[C@H](CN(C)C(=O)Nc2ccc(Cl)cc2)[C@@H]2C(=O)N(Cc3ccccc3)C(=O)[C@@H]21	9.0%
CC(=O)Nc1sc(C)c(C)c1C(=O)OCC(=O)N(CCC#N)c1cc(C)cc(C)c1	2.1%
O=C(CN1CCCC1)NCc1ccccc1	0.2%
COC(=O)C1CCN(C(=O)COc2ccc(S(=O)(=O)N3CCOCC3)cc2Cl)CC1	3.7%
O=C(COC(=O)/C=C/c1ccc(F)cc1)NC1CC1	-3.5%
O=C(CSc1n[nH]c(=O)n1-c1ccccc1)Nc1ccccc1C(F)(F)F	1.0%
COc1ccc(S(=O)(=O)N2CCCCCC2)cc1C(=O)N(C)Cc1cccc(OC)c1OC	1.3%
O=C(O)COc1ccc(Br)cc1C(c1c(C(=O)O)[nH]c2ccccc12)c1c(C(=O)O)[nH]c2ccccc12	-6.0%
C=CCN1C(=O)c2ccc(C(=O)Nc3ccccn3)cc2C1=O	1.5%
O=C(c1ccc(S(=O)(=O)Nc2ccccc2)cc1)N1CCC1	10.7%
COc1ccc(CC(=O)NCC2CCCN(Cc3ccc(SC)cc3)C2)cc1 (stereo not drawn)	-0.1%
COc1cc2cc(CCCOC(=O)c3ccc(C(F)(F)F)cc3)oc(=O)c2cc1OC	7.0%
C#CCOCCOCCOCCNc1nc(N2CCN(C(=O)C([C@@H](C)O)n3cc([C@@H](N)CCCCN)nn3)CC2)nc(N2CCN(C(=O)[C@H](CC(N)=O)n3cc(C(N)[C@@H](C)CC)nn3)CC2)n1 (stereo partly drawn)	-1.7%
COc1ccc(Cl)cc1C(=O)OCC(=O)N(CC(C)C)c1c(N)n(Cc2ccccc2)c(=O)[nH]c1=O	-7.0%
O=C(COC(=O)Cc1ccccc1F)NNC(=O)c1ccc(Cl)cc1	26.4%
COc1cc2ccccc2cc1C(=O)OCC(=O)c1c(N)n(C)c(=O)n(C)c1=O	7.8%
COc1ccc(NC(=O)CN(c2ccc(OC)c(Cl)c2)S(=O)(=O)c2ccccc2)cc1	9.3%[2.29 µM]
CN(CC(=O)Nc1ccc(Cl)c(C(F)(F)F)c1)C(=O)CCN1C(=O)C2CC=CCC2C1=O (stereo not drawn)	2.5%
C[C@@H](NC(=O)c1nc[nH]c1C(=O)N1CCN(c2ccccc2)CC1)c1ccccc1	-3.1%

Additional structures
SMILES	L3MBTL1 block
NS(=O)(=O)c1ccc(CNC(=O)CSc2nc3ccc(Cl)cc3[nH]2)cc1	-5.8%
CCN(CC)S(=O)(=O)c1ccc(OC)c(NS(=O)(=O)Cc2ccccc2)c1	3.2%
O=C(Nc1cccc(C(=O)Nc2ccc(Br)cc2)c1)c1ccccc1	2.1%
CCOc1ccc(NC(=O)CN(c2ccc(OC)c(OC)c2)S(=O)(=O)c2ccc(C)cc2)cc1	5.3%
CC(C)n1ncc2c(C(=O)NCC(=O)Nc3ccccc3Br)cc(C3CC3)nc21	41.2%[activator]
COCC(C)n1c(C)cc(C(=O)CN2c3cccc4cccc(c34)S2(=O)=O)c1C (stereo not drawn)	-0.3%
COCCNC(=O)c1cccc(OC2CCN(C(C)COc3ccccc3)CC2)c1 (stereo not drawn)	-7.2%
CC(C)(O)CC[C@@H](O)[C@](C)(O)C1CC[C@@]2(O)C3=CC(=O)[C@@H]4C[C@@H](O)[C@@H](O)C[C@]4(C)C3CC[C@]12C (stereo partly drawn)	0.7%

The list is partial; count on the stated rates, not on these rows.
